High-throughput results deposited in PubChem by NCI.
All columns: NCI-60 one-dose screen, growth in % after 48 h at 10 µM unless noted; 100 = growth as untreated, 0 = no growth, -100 = all killed.
786-0: 786-0 renal cancer cells; 81,000 compounds, 5.1% hits
TK-10: TK-10 renal cancer cells; 81,000 compounds, 3.9% hits
SF-295: SF-295 CNS cancer cells. AID 1794758. 79,000 compounds, 5.6% hits
UO-31: UO-31 renal cancer; 81,000 compounds, 5.2% hits; AID 1794768
SF-539: SF-539 CNS cancer. 81,000 compounds, 6.8% hits
U251: U251 CNS tumor cells. 80,000 compounds, 5.4% hits. AID 1794753
PC-3: PC-3 prostate cancer cells | AID 1794754 | 80,000 compounds, 3.9% hits
SN12C: SN12C renal cancer cells. 81,000 compounds, 3.8% hits. AID 1794767
DU-145: DU-145 prostate cancer | 81,000 compounds, 4.2% hits
* hit, by the source's call; . = not tested or not shown; [ ] = dose if it differs, or a comment. Rule for the calls: active = growth percent below 10; inactive = the rest.

SMILES	786-0	TK-10	SF-295	UO-31	SF-539	U251	PC-3	SN12C	DU-145
CC(=O)N1N=C(c2ccc(Nc3nc(Nc4ccccc4)nc(Nc4ccccc4)n3)cc2)CC1c1cccc([N+](=O)[O-])c1 (stereo not drawn)	90	127	104	64	90	98	81	96	102
NCCCNc1nc2ccccc2c2c(=O)c3cc(OC(F)(F)F)ccc3sc12	58	65	33	34	-72*	-63*	43	41	-11*
CN1C(=O)C(=Cc2cn(Cc3cn(Cc4ccc(Cl)cc4Cl)nn3)c3ccccc23)C(=O)N(C)C1=O	107	95	90	66	91	94	91	91	100
Nc1nc2ccc(OC(F)(F)F)cc2o1	89	105	108	84	99	104	92	100	108
C=C1CC[C@@H]2[C@](C)(COC(C)=O)[C@H](OC(C)=O)CC[C@@]2(C)[C@@H]1C/C=C1/C(=O)OC[C@H]1OC(C)=O	-11*	17	95	63	8.5*	54	88	33	51
N/C(=N\C(N)=N\c1nc2ccccc2s1)c1ccc(Cl)cc1	102	132	44	73	95	27	44	61	85
COc1cccc(C(=O)NNC(=O)C(=O)Nc2ccc(C)c(Cl)c2)c1	95	105	90	83	98	100	96	91	109
COc1cc2c(cc1OC)C(Sc1ccc(SC)cc1)c1c(nc(N)c(C#N)c1N)O2 (stereo not drawn)	-81*	-96*	-56*	-100*	-95*	-99*	-76*	-88*	-76*
COC(=O)[C@]12CC[C@@H](C)[C@H](C)[C@@H]1C1=CC[C@@H]3[C@@]4(C)C(C=O)=C[C@@]5(C)COC(=C45)C[C@@]3(C)[C@]1(C)CC2	78	58	34	52	66	47	34	53	53
COC(=O)c1c(C)nc(C)c2c1C(=O)C=C(NCCN1CCOCC1)C2=O	96	109	89	76	99	107	98	90	101
COc1ccc(/C=C(/NC(=O)c2ccccc2)C(=O)Nc2ccc(S(N)(=O)=O)cc2)cc1	105	107	112	86	97	99	99	97	113
CC(=O)Oc1c(Br)cc(-c2oc(-c3cc(Br)c(OC(C)=O)c(Br)c3)c3ccccc23)cc1Br	98	148	96	70	92	57	61	88	107
COc1ccccc1-c1cc(-c2ccc(Br)s2)[nH]c(=O)c1C#N	95	129	97	72	96	105	101	90	113
Cc1[nH]n(C(N)=S)c(=O)c1N=Nc1ccc(O)c(C(=O)O)c1	110	146	134	70	102	95	63	96	123
CCNc1nc(CC(C)C)c(C#N)c(=O)n1C	69	38	59	44	73	64	50	83	79
c1ccc2c([C@H]3CCCCCCCC[C@@H](c4c[nH]c5ccccc45)c4c3[nH]c3ccccc43)c[nH]c2c1	78	97	75	53	81	78	45	80	94
CCCCn1c(-c2cccc(OC)c2)nc2cc(OC)c(OC)cc2c1=O	.	215	100	81	108	96	108	98	93
CC(C)C(C(=O)CCN(C)C)c1ccc(Cl)cc1 (stereo not drawn)	102	101	106	93	103	84	87	95	89
O=C(O)c1cn(C2CC2)c2cc(N3CCN(C(=O)CSc4nc(-c5ccccc5)cc(=O)[nH]4)CC3)c(F)cc2c1=O	107	103	105	76	103	99	86	96	116
CC(C)CCCCCCCCCCCSCNc1ccc(S(=O)(=O)c2ccc(NCSCCCCCCCCCCCC(C)C)cc2)cc1	99	100	108	88	99	104	94	111	107
O=C(Nc1cccc(Nc2ccc(Cl)nn2)c1)Nc1ccc(Cl)c(C(F)(F)F)c1	72	63	.	65	80	57	23	66	73
COc1cc([N+](=O)[O-])ccc1NC(=O)C(F)(F)F	100	105	95	91	96	95	92	96	108
O=C(Nc1ccc(-n2cc(-c3ccncc3)c(-c3ccc(Cl)c(O)c3)n2)cc1)Nc1ccc(Cl)c(C(F)(F)F)c1	-45*	-12*	-45*	-33*	2.8*	-31*	.	31	23
Cc1ccc(S(=O)(=O)C/C(=N\Nc2ccc(S(N)(=O)=O)cc2)c2cc3cc(Br)ccc3o2)cc1	101	108	98	87	92	92	100	99	106
COc1ccc(/C=N\N=C(\C)c2nnn(-c3ccc(Cl)cc3)c2C)cc1OC	104	118	95	88	100	102	93	98	110
CCC(O)C1CCCCC1 (stereo not drawn)	95	96	100	92	108	106	104	99	106
N#Cc1c(-c2ccc(F)cc2)nc(NN)nc1N1CCOCC1	94	100	96	81	100	96	88	100	105
COc1ccc(NC(=S)NNc2ccc(-c3ccc(OC)c(OC)c3)nn2)cc1	101	105	101	83	98	77	104	100	107
Cc1ccc(NC(=O)c2ccccc2C)cc1	88	101	95	91	93	116	106	103	105
O=C(CCCCCCN1CC(=O)N2[C@@H](c3cccs3)c3[nH]c4ccccc4c3C[C@H]2C1=O)NO	103	85	97	83	74	76	86	94	90
O=C1/C(=C/c2cc(Cl)cc(Cl)c2)Cc2cc3c(cc21)OCO3	105	124	96	94	98	62	100	100	102
O=C1Nc2c(ccc(Cl)c2Cl)/C1=C/c1ccc(F)cc1	77	109	109	72	95	93	79	98	113
COc1ccc(Nc2ncc3c(N)nccc3n2)cc1	85	55	107	48	91	79	90	87	72
O=C(O)CNS(=O)(=O)Cc1ccccc1	100	105	105	102	91	92	96	103	108
C=CCOc1c(CCC)cc(CCC)cc1C(N)=O	100	118	100	67	107	93	86	101	108
NC1=NC(=O)c2c3c(nc(N)c21)CCCCC3	113	116	117	80	.	103	103	102	111
CN(C)CCCOS(=O)C(c1ccccc1)c1ccccc1 (stereo not drawn)	104	96	103	83	100	89	91	.	107
Brc1cc(-c2ccccc2)nc2ccccc12	101	109	111	75	100	96	81	109	104
CSCCC(NC(=O)C(CCCCN)NC(=O)C(Cc1c[nH]c2ccccc12)NC(=O)C(CCCCN)NC(=O)C(CCCCN)NC(=O)C(CC(C)C)NC(=O)C(CC(C)C)NC(=O)C(CCCCN)NC(=O)C(Cc1c[nH]c2ccccc12)NC(=O)C(CC(C)C)NC(=O)C(CC(=O)O)NC(=O)C(CO)NC(=O)C(Cc1ccccc1)NC(=O)C(NC(=O)C(CCC(=O)O)NC(=O)C(CCC(N)=O)NC(=O)C(CO)NC(=O)C(CC(C)C)NC(=O)C1CCCN1C(=O)C1CCCN1)C(C)O)C(=O)NC(CCCNC(=N)N)C(=O)NC(CCCNC(=N)N)C(=O)NC(CC(N)=O)C(=O)NC(CCC(N)=O)C(=O)NC(Cc1ccccc1)C(=O)NC(Cc1c[nH]c2ccccc12)C(=O)NC(C(=O)NC(CCCCN)C(=O)NC(C(=O)NC(CCC(N)=O)C(=O)NC(CCCNC(=N)N)C(=O)NCC(=O)O)C(C)C)C(C)C (stereo not drawn)	100	108	108	86	107	116	93	103	118
N#CC(C(=O)c1ccccc1)c1ccccc1 (stereo not drawn)	92	109	93	100	101	113	.	101	113
CN1C(=O)C(C2=NN(c3cc(Cl)cc(Cl)c3)C(c3ccc(F)cc3)C2)C(=O)N(C)C1=O (stereo not drawn)	84	96	88	72	90	97	67	78	94
CSc1ccccc1C#C/C=C\C#Cc1ccccc1N1CCCC1=O	71	83	65	23	55	34	46	72	86
COc1ccccc1C(C(=O)O)c1ccccc1 (stereo not drawn)	93	92	95	97	100	102	92	.	119
O=C(O)c1ccc(-n2cc(CNc3cccc(Cl)c3)c(-c3ccc(C(F)(F)F)cc3)n2)cc1	102	105	49	59	83	58	59	81	75
COC(=O)[C@]1(CCSC)N[C@H](c2cn(-c3ccccc3)nc2-c2ccccc2)[C@@H]2C(=O)N(c3ccc(C)cc3)C(=O)[C@@H]21	100	103	.	81	.	110	99	101	115
COc1ccc(CN2C(=O)c3cnc4c(c(C)nn4-c4ccccc4)c3C2=O)cc1OC	101	118	97	95	.	100	99	100	109
COc1cc2nc(Cl)nc(Nc3cccc(C(=O)/C=C/c4ccccc4)c3)c2cc1OC	53	143	69	51	2.7*	21	49	60	88
CCCCCCCCCCCC(=O)Nc1ccc(SSc2ccc(NC(=O)CCCCCCCCCCC)cc2)cc1	110	.	99	94	117	102	102	100	113
CCCCCCCCCCCCCC(=O)C(C)N (stereo not drawn)	71	49	56	65	.	18	3.1*	5.0*	7.9*
CCCN1CCN(c2ccc3nc(-c4ccc5nc(-c6ccc(OCC)cc6)[nH]c5c4)[nH]c3c2)CC1	16	69	41	87	58	.	-69*	61	21

Next records:
SMILES	786-0	TK-10	SF-295	UO-31	SF-539	U251	PC-3	SN12C	DU-145
CCN(CC)C(=O)c1nn(C(C)=O)c2cc(F)c(F)cc12	96	110	94	85	96	94	69	106	106
COc1ccc2c(c1)O/C(=C/c1ccc(OCC(=O)c3ccc([N+](=O)[O-])cc3)cc1)C2=O	94	124	94	38	104	100	106	105	139
CSCC[C@H](NC(=O)CSc1nnc(-c2ccc(NC(=O)c3cccnc3)cc2)o1)C(=O)O	106	104	113	98	108	102	106	99	111
COc1ccc(-c2n[nH]c(=O)nc2-c2ccc(OC)cc2)cc1	93	102	99	75	105	100	100	111	102
Cc1ccc2c(c1)/C(=N/c1nc(-c3ccccc3)cs1)C(=O)N2	99	110	111	64	95	98	84	97	102
O=C(CCCC(=O)N/N=C/c1cc(Cl)ccc1O)N/N=C\c1cc(Cl)ccc1O	25	32	-5.9*	5.4*	14	21	24	35	43
CC(=O)c1ccc(Oc2nc(CNc3ccc(S(N)(=O)=O)cc3)nc3ccccc23)cc1	96	.	104	87	108	104	98	102	108
COc1ccc2c(c1)sc1nc(-c3ccccc3)c(-c3ccsc3)n12	57	46	-20*	38	2.1*	27	17	50	3.7*
O=C(O)c1cc(C(=O)O)c(C(=O)O)cc1C(=O)O	110	94	116	83	100	110	135	111	.
CC(=O)N1N=C(c2ccccc2)CC1c1ccc2c(c1)OCO2 (stereo not drawn)	99	117	.	63	94	83	73	86	109
O=C(NOCCO)c1cc(CN2OCCCC2=O)c(F)c(F)c1Nc1ccc(I)cc1F	65	36	72	15	55	41	99	50	57
Cc1cc(Oc2ccccc2)ccc1Nc1ncnc2ccc(-c3cnc(Cl)c(NS(C)(=O)=O)c3)cc12	17	4.3*	5.3*	3.5*	-15*	29	25	36	32
O=C(O)C(Cc1ccccc1)N1C(=O)/C(=C/c2ccncc2)SC1=S (stereo not drawn)	106	106	94	87	101	108	105	108	108
COc1ccc(C(=O)/C=C/c2cn(Cc3ccc(Cl)cc3)c3ccccc23)cc1	27	27	60	54	56	60	61	69	87
O=[N+]([O-])c1ccc(N2CCCC2)cc1	89	86	103	88	92	101	95	98	101
Cc1csc(/N=C/c2ccc([N+](=O)[O-])o2)n1	105	113	101	72	101	98	89	100	108
CCOC(=O)c1cc(Cl)nc2ccc(OC)cc12	93	101	103	106	99	95	99	96	103
Cc1[nH]c(C(=O)Nc2ccc(C(=O)NC(C)C(=O)O)cc2OC(C)C)c(Cl)c1Cl (stereo not drawn)	105	104	106	85	99	102	103	97	112
COc1cccc2c1CN(C(=O)c1ccc(O)c(C(=O)N3Cc4ccccc4C3)c1)C2	104	110	101	88	97	100	91	108	104
Cc1ccccc1NC(=O)Cn1cc(CN2CCN(c3ccnc4cc(Cl)ccc34)CC2)nn1	104	102	100	71	98	100	81	95	105

Single records, as listed above. Screens in order: 786-0 | TK-10 | SF-295 | UO-31 | SF-539 | U251 | PC-3 | SN12C | DU-145
Record of Cc1csc(/N=C/c2ccc([N+](=O)[O-])o2)n1 = 105 | 113 | 101 | 72 | 101 | 98 | 89 | 100 | 108
Record of O=[N+]([O-])c1ccc(N2CCCC2)cc1 = 89 | 86 | 103 | 88 | 92 | 101 | 95 | 98 | 101
Record of Cc1[nH]c(C(=O)Nc2ccc(C(=O)NC(C)C(=O)O)cc2OC(C)C)c(Cl)c1Cl (stereo not drawn) = 105 | 104 | 106 | 85 | 99 | 102 | 103 | 97 | 112
Record of COc1ccc(C(=O)/C=C/c2cn(Cc3ccc(Cl)cc3)c3ccccc23)cc1 = 27 | 27 | 60 | 54 | 56 | 60 | 61 | 69 | 87
Record of O=C(NOCCO)c1cc(CN2OCCCC2=O)c(F)c(F)c1Nc1ccc(I)cc1F = 65 | 36 | 72 | 15 | 55 | 41 | 99 | 50 | 57

(further entries)
SMILES	786-0	TK-10	SF-295	UO-31	SF-539	U251	PC-3	SN12C	DU-145
N/C(=N\c1nc2ccc([N+](=O)[O-])cc2s1)NC(=O)Nc1ccccc1Cl	-32*	18	59	-32*	11	-0.6*	69	25	45
O=C(CNCc1cc(=O)oc2ccc3ccccc3c12)N1CCOCC1	101	.	113	87	102	94	89	97	106
O=C(N/N=C/c1ccc(Sc2ncccn2)o1)c1cccc(F)c1	98	108	95	92	100	94	89	94	107
CNc1nc2ncn(C)c2c(=O)[nH]1	103	84	101	83	96	97	100	92	106
CCOc1ccc(S(=O)(=O)c2ccc(C)cc2)c2c1no[n+]2[O-]	80	92	83	83	87	80	82	95	86
COC(=O)[C@H](Cc1cn(C)cn1)NC(=O)[C@@H](NC(=O)Nc1cc(C(F)(F)F)cc(C(F)(F)F)c1)C(C)(C)C	-88*[100 µM]	-82*[100 µM]	.	61[100 µM]	-84*[100 µM]	-90*[100 µM]	-93*[100 µM]	-92*[100 µM]	-92*[100 µM]
CS(=O)(=O)c1ccc(-c2nn(-c3ccc(F)cc3)cc2/C=N/NC(=O)c2ccncc2)cc1	94	113	104	88	102	99	99	94	111
CC(=O)Oc1cc(C(C)C)ccc1C	.	103	115	.	101	123	99	102	124
COc1ccc(-c2c(-c3cc(OC)c(OC)c(OC)c3)noc2N)cc1	20	67	8.4*	42	19	22	22	28	-3.2*
O=C1CCC(c2ccc3ccccc3c2)O1 (stereo not drawn)	105	108	.	102	129	88	105	105	110

A few values from the entries so far:
O=C(CNCc1cc(=O)oc2ccc3ccccc3c12)N1CCOCC1 – SF-539: 102
COC(=O)[C@H](Cc1cn(C)cn1)NC(=O)[C@@H](NC(=O)Nc1cc(C(F)(F)F)cc(C(F)(F)F)c1)C(C)(C)C – SN12C: -92*[100 µM]
CCOc1ccc(S(=O)(=O)c2ccc(C)cc2)c2c1no[n+]2[O-] – TK-10: 92
